From PubChem BioAssay
TRPML3 ag: human TRPML3 channel agonists, primary screen, cell-based, HEK293 TRPML3-YFP, Fluo-8 calcium fluorescence, 3 µM | Mucolipin-3 (Homo sapiens), Q8TDD5 | 100% = the carbachol control signal | activation, % at 3 µM | actives 0.29% (n = 220,000) | AID 1448, 2008;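 active = activation above its plate's cutoff, the mean activation of the plate's test wells plus 3 SD, cut at about 12% in these data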;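 also: 0% = DMSO only wells and 100% = carbachol wells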
Target sequence (Q8TDD5 whole entry, looked up): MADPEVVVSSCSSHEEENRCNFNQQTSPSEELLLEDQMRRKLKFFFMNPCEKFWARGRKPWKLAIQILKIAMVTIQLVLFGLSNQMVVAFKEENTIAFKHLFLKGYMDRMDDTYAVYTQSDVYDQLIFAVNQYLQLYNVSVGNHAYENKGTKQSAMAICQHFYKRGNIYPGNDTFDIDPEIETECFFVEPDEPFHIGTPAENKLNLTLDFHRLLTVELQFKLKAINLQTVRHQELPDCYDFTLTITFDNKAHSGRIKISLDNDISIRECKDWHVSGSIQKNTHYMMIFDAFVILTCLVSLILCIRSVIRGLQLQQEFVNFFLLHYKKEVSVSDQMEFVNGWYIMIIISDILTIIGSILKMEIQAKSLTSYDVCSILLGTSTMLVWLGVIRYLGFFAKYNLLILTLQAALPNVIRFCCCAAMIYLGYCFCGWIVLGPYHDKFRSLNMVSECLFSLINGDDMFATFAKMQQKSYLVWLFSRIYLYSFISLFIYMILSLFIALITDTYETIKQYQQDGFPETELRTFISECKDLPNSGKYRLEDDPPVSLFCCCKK
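Test system: HEK293 cells stably carrying human TRPML3-YFP; Doses: single dose, 3 µM final nominal compound, 0.3% DMSO final; Schedule: dye loading 1 h 37 °C then 30 min ambient, 125 s read; Technique: Fluo-8 calcium fluorescence; Benchmarks: high control carbachol 87 µM, low control DMSO.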
BaF3 parental: parental Ba/F3 cell viability inhibition, counter-screen for JAK2V617F inhibitor project, murine pro-B, CellTiter-Glo luminescence | CellTiter-Glo ATP luminescence | AID 1486, 2009 | actives 1.1% (n = 220,000) | inhibition, % at 5.6 µM;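 active = inhibition above a per-campaign cutoff, the mean inhibition of all tested compounds plus 3 SD, cut at about 27% in these data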;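 also: 0% = DMSO wells and 100% = JAK Inhibitor I control wells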
TNF necrop inh: inhibitors of TNF-alpha triggered necroptosis, primary screen, cell-based, Jurkat FADD-/-, single concentration. actives 0.068% (n = 220,000). activation (protection from cell death), % at 10 µM. AID 463075, 2010. Jurkat FADD-/- TNF necroptosis rescue, ATP luminescence, 24 h; 0 = TNF only, 100 = no-TNF cells;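 active = activation, meaning protection from cell death, of at least 50% relative to plate controls; inactive = activation below 50%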;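 also: necroptosis triggered by 40 ng/mL TNF-alpha added together with compound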
Wee1 degr inh: Wee1 degradation inhibitors, primary screen, cell-based, HeLa, Wee1K328M-luciferase, luminescence; Wee1-like protein kinase (Homo sapiens), P30291; HeLa Luc-Wee1K328M stability; 100% = proteasome inhibitor MG132 effect; reporter increase, % at 5 µM; actives 1.2% (n = 220,000); AID 1321, 2008;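 active = activation above the mean of all tested compounds plus 3 SD, set per screening run, cut at about 8.8% in these data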;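 also: cells exposed to compound for 20 h before luminescence read; 0% = DMSO alone and 100% = MG132 at 30 µM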
RBBP9 inh: human RBBP9 inhibitors, primary screen, biochemical, fluorescence polarization, FP-Rh probe, HTS | recombinant RBBP9 | Serine hydrolase RBBP9 (Homo sapiens), O75884 | actives 0.2% (n = 220,000) | inhibition, % at 7.94 µM | AID 1515, 2009;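 active = inhibition above the campaign mean of all tested compounds plus 3 SD, cut at about 14% in these data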;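 also: plate controls were DMSO wells with RBBP9 for no effect and wells lacking RBBP9 protein for full effect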
Target sequence (O75884 whole entry, looked up): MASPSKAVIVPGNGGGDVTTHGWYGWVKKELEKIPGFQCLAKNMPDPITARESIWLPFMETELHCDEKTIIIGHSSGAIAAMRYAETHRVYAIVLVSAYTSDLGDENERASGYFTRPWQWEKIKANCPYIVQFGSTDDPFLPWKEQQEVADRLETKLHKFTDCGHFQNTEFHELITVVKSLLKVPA
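Measured by – fluorescence polarization · Test system – RBBP9 protein · Input – 2.5 µM RBBP9 dispensing solution, before mixing · Measure – percent inhibition from mP, scaled between DMSO and no-protein wells · Benchmarks – DMSO-treated enzyme wells and wells lacking RBBP9 · Times – preincubation 30 min plus labeling 45 min at 25 °C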
CHOP inh: inhibitors of CHOP promoter induction, primary screen, cell-based, unfolded protein response, luciferase reporter; inhibition, % at 10 µM; actives 3.8% (n = 220,000); CHO-K1 CHOP-promoter luciferase, tunicamycin-induced, 15-18 h;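 active = compounds that reduced the stress-induced luciferase reporter signal by more than about 70% of percent inhibition, limit read from the data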;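 also: 0% = tunicamycin plus vehicle and 100% = wells without tunicamycin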
PPC-1+TRAIL kill: compounds killing PPC-1 cancer cells with TRAIL present, primary screen, TRAIL potentiator project, ATPLite luminescence, uHTS. PPC-1 cells + TRAIL, ATPLite viability luminescence. cell killing (% activity), % at 4 µM. actives 0.41% (n = 220,000). AID 1443, 2008;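 active = cell killing above 50% in the first pass at 4 µM, then a duplicate retest at 5 µM averaging 50% or more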;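 also: plate controls were cells with TRAIL plus DMSO for no effect and medium-only wells lacking cells for full effect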
TRPN1 ag: zebrafish TRPN1 channel agonists, primary screen, cell-based, HEK293, calcium fluorescence; actives 0.18% (n = 220,000); HEK293 zebrafish TRPN1-YFP, Fluo-8 calcium fluorescence; 100% = response to 87 µM carbachol; activation, % at 3 µM; transient receptor potential cation channel N1 (TRPN1/NompC), Danio rerio; AID 1424, 2008;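 active = activation above its plate's cutoff, the mean activation of test wells on that plate plus 3 SD, cut at about 19% in these data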;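 also: 0% = DMSO alone and 100% = 87 µM carbachol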
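Control set: carbachol 87 µM as high control, DMSO as low control; system: HEK293 stable line with zebrafish TRPN1-YFP; read-out: % activation versus carbachol response; detection: intracellular calcium fluorescence with Fluo-8; doses: single test compound dose, 3 µM nominal, 0.3% DMSO; schedule: dye 1 h 37 °C plus 30 min RT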
Ba/F3 V617F tox: reduced viability of JAK2V617F-dependent Ba/F3 cells, primary screen, JAK2V617F inhibitor project, cell-based, Ba/F3 EpoR-JAK2V617F, luminescence. actives 1.1% (n = 220,000). ATP luminescence. inhibition, % at 5.6 µM;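 active = inhibition above the campaign mean plus 3 SD over all tested compounds, cut at about 24% in these data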;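 also: cytokine-independent growth of Ba/F3 cells driven by EpoR plus mutant JAK2; 0% = DMSO-treated cells and 100% = JAK inhibitor I control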
* hit, by the source's call; · = not tested or not shown.

SMILES	TRPML3 ag	BaF3 parental	TNF necrop inh	Wee1 degr inh	RBBP9 inh	CHOP inh	PPC-1+TRAIL kill	TRPN1 ag	Ba/F3 V617F tox
Cc1noc(/C=C/N(C)C)c1S(=O)(=O)N1CCCC(C(=O)NCc2ccccc2Cl)C1 (centres undefined)	1.2	-2	2.2	1	-8	17	-8	0.9	-3
CCOC(=O)c1c(C)[nH]c(C(=O)CSc2nc(C)cc(C)n2)c1C	0.9	4	0.6	-1	1	45	7	3.8	0
CC(C)OCCCNC(=O)c1ccc(C2SCC(=O)N2Cc2ccco2)cc1 (centres undefined)	1.3	10	1.7	-3	-2	20	0	2.0	0
NNc1nc2cccnc2n(CCNc2ncc(C(F)(F)F)cc2Cl)c1=O	0.3	4	-1.0	-1	-7	2	29	0.7	0
Nc1nc2ccc(C(=O)NCCOC(=O)C3CCCCC3)cc2s1	0.5	9	0.2	-1	8	-6	0	1.7	-1
Nc1nc(NCc2c(F)cccc2Cl)nn1-c1ccccc1	0.2	5	-0.9	0	-15	-14	-2	0.1	-1
Cc1sc2ncnc(Sc3nnnn3-c3ccccc3)c2c1C	0.7	4	-13	-1	1	-12	31	1.1	-2
COc1ccc(-c2csc(NC(=O)/C(N=Nc3ccccc3)=C(\C)O)n2)cc1	0.0	5	0.8	1	-5	18	·	-0.8	2
COc1cc(C(=S)N2CCOCC2)cc(OC)c1O	-0.5	0	1.0	2	-5	5	13	0.0	-4
Cc1ccc(NC(=O)C(C)Sc2nnc(-c3cccnc3)n2-c2ccccc2)cc1 (centres undefined)	-0.2	6	0.6	-1	0	11	16	-0.7	-2
COc1ccccc1C(=O)Nc1ccccc1N1CCN(S(C)(=O)=O)CC1	1.0	6	-1.8	-2	-3	32	4	1.6	1
O=C(NCCn1ccc2ccccc21)c1ccc(S(=O)(=O)N2CCCCC2)cc1	1.1	5	3.4	2	-10	8	17	9.7	4
O=C(O)C1C2C=CC(C2)C1C(=O)NCc1ccccn1 (centres undefined)	1.4	6	-2.2	-2	-9	25	10	2.3	3
CC(C)C(NS(=O)(=O)c1cccc2nsnc12)C(=O)N1CCn2c1nc1ccccc12 (centres undefined)	-0.8	9	-1.1	-2	-8	57	34	1.1	-1
C(=N\c1nccs1)/Nc1nccs1	-0.8	-1	0.2	-1	-1	-12	6	-0.7	-2
Cc1cccc(NCN2C(=O)C3C4C=CC(C4)C3C2=O)c1 (centres undefined)	-0.1	3	-1.5	0	-11	35	2	-0.7	2
O=C(Nc1ccccc1)c1ccccc1CCc1ccccc1	-0.9	0	-0.5	-3	-7	50	12	-2.1	-3
CN1C(=O)CC(N2CCN(c3ccccc3)CC2)C1=O (centres undefined)	1.2	2	-1.4	1	-12	·	·	-0.8	-2
CCC(=O)NNc1ncnc2c1cnn2-c1ccccc1	0.6	9	2.2	1	-7	-15	17	1.3	-1
CNC(=S)Nc1ccc([N+](=O)[O-])cc1C	0.6	2	-1.0	-1	-8	7	-14	0.4	0
Nn1c(SCC(=O)Nc2ccccc2)nnc1-c1cccnc1	1.1	4	-2.0	-2	-6	23	0	-0.2	1
Cc1ccc(C(c2nnnn2C(C)(C)C)N(Cc2ccco2)Cc2cccs2)cc1 (centres undefined)	0.8	1	1.0	1	-5	17	9	0.4	-1
COc1ccc(C(=O)Nc2ccc(C)cc2C(=O)c2ccccc2)cc1	-0.4	2	-1.2	-2	-8	30	8	0.0	2
COC(=O)CNC(=O)COC(=O)Cc1ccc(Cl)cc1	0.0	-2	1.2	-3	-3	10	0	-0.6	-1
CCCCCOC(=O)c1ccc(NC(=O)c2ccco2)cc1	0.6	5	-0.1	-2	-10	82*	-2	0.0	1

Next part; it opens with the three that closed the last part.
SMILES	TRPML3 ag	BaF3 parental	TNF necrop inh	Wee1 degr inh	RBBP9 inh	CHOP inh	PPC-1+TRAIL kill	TRPN1 ag	Ba/F3 V617F tox
COc1ccc(C(=O)Nc2ccc(C)cc2C(=O)c2ccccc2)cc1	-0.4	2	-1.2	-2	-8	30	8	0.0	2
COC(=O)CNC(=O)COC(=O)Cc1ccc(Cl)cc1	0.0	-2	1.2	-3	-3	10	0	-0.6	-1
CCCCCOC(=O)c1ccc(NC(=O)c2ccco2)cc1	0.6	5	-0.1	-2	-10	82*	-2	0.0	1
Cc1cccc(Oc2nc(-c3cccc([N+](=O)[O-])c3)nc3ccccc23)c1C	0.9	3	0.5	-2	-9	5	16	0.5	0
O=C(CCSc1ccccc1)N1CCOCC1	0.8	4	-0.1	-2	-10	9	39	0.1	3
CCOC(=O)c1c(NC(=O)CSc2cccc[n+]2[O-])sc(C(=O)Nc2ccccc2)c1C	0.0	8	2.7	-2	-4	2	22	2.2	1
O=C1CCC(C(=O)Nc2nnc(C3CC3)s2)=NN1	0.3	3	0.9	0	-1	-23	32	-0.7	-1
CC(=O)Nc1cccc(Cl)c1C(=O)O	0.7	-1	0.8	-3	-5	7	-11	1.1	1
CC1CCCCN1CC(=O)Nc1sc2c(c1C#N)CCC2 (centres undefined)	1.2	2	-2.0	-2	0	21	20	8.2	1
CCCc1nc2oc3ccccc3c(=O)c2c(=O)n1-c1ccccc1	-0.5	1	1.0	4	-4	-19	12	-1.4	-4
Cc1ccc(CC(=O)NCc2ccc(F)cc2)cc1	-0.3	58*	-2.0	1	-10	3	-7	-1.3	35*
CCOC(=O)C(C)Oc1nc(Oc2ccccc2)nc(N(C)C)n1 (centres undefined)	-0.6	2	0.5	0	-10	7	15	-0.3	1
O=C(OCc1ccccc1)c1ccc(Br)o1	0.6	-1	-0.5	-1	-4	5	-3	2.1	2
CC1(C)CC(n2c(=S)[nH]c3ccccc3c2=O)CCO1 (centres undefined)	1.1	-1	0.6	-3	1	0	-2	1.6	-2
Cc1cccn2c(=O)c(/C=C(\C#N)S(=O)(=O)c3ccccc3)c(Oc3ccc(Cl)cc3)nc12	0.5	4	-6.0	-2	-4	43	10	0.0	0
CC1(C)CC(=O)C2=C(C1)OC(/N=C/N1CCOCC1)=C(C#N)C2c1ccccc1 (centres undefined)	-0.5	6	-4.1	3	-4	-18	26	0.3	3
CCOC(=O)CSc1nnc(-c2cccc(Cl)c2)n1CC	-0.3	5	-2.1	-3	-3	-10	-11	-0.9	3
COc1cc(/C=C(\C#N)C(=O)NCC2CCCO2)ccc1OCCC(C)C (centres undefined)	9.3	-1	-1.4	1	1	-15	18	2.6	1
CC(=O)Oc1ccccc1C(=O)Nc1ncc([N+](=O)[O-])s1	17*	-2	·	7	0	72*	9	22*	1
COC(=O)Cc1[nH]nc2c1C(c1cccc(OC)c1OC)C(C#N)=C(N)O2 (centres undefined)	1.1	3	1.6	0	-7	21	25	1.0	-2
O=C(Cc1cc(=O)[nH]c(=O)[nH]1)NCCN1CCOCC1	0.4	7	-0.5	-2	-5	33	-11	-0.5	2
CCN1CCN(C(c2ccccc2F)c2nnnn2Cc2ccc3c(c2)OCO3)CC1 (centres undefined)	0.3	3	0.6	-2	-7	-9	-7	-0.9	3
N=c1n(CCO)c2ccccc2n1CCOc1ccccc1	-0.5	1	0.1	-2	-3	5	-2	0.7	-2
Cn1c(SCC(=O)Nc2nccs2)nnc1-c1ccco1	0.9	-1	2.0	-1	-3	16	17	0.6	-2
Cc1ccc(NC(=O)NC(=O)COc2ccc(Cl)cc2Cl)c(C)c1	0.4	4	1.4	0	-5	6	19	0.7	2
Cc1nc(SCc2ccc(Cl)cc2)ncc1C(=O)O	0.1	8	0.8	-3	1	16	13	0.1	5
COc1cc([N+](=O)[O-])ccc1N	0.6	6	1.0	-1	-7	31	-3	0.1	-1
C=CCOC(=O)C1CC=CCC1C(=O)Oc1ccc(F)cc1F (centres undefined)	0.1	9	1.0	2	3	36	7	0.2	5

Later entries
SMILES	TRPML3 ag	BaF3 parental	TNF necrop inh	Wee1 degr inh	RBBP9 inh	CHOP inh	PPC-1+TRAIL kill	TRPN1 ag	Ba/F3 V617F tox
COCc1cc(C)nc(OCC(=O)N/N=C\c2cc(C)n(-c3cccc(C(F)(F)F)c3)c2C)c1C#N	-0.5	5	-2.3	0	-11	41	-15	-1.0	-5
COC(=O)c1ccccc1NC(=O)Oc1ccc(F)cc1	1.3	2	-3.4	-1	-3	5	-9	1.0	-1
Cn1c2ccccc2c2nn(-c3ccccc3)c(=O)cc21	-0.6	6	-1.3	-1	-5	-7	24	0.0	3
FC(F)(F)c1ccc(-n2ccnc2)nc1	0.8	2	-2.5	-3	-9	-13	3	0.5	-1
CC12CN3CC(C)(CN(C1)C3c1ccccc1F)C2 (centres undefined)	1.4	-2	1.5	1	4	16	0	2.1	-4
Cc1cc(C)nc(NS(=O)(=O)c2ccc(N3C(=O)C4C5C=CC(C5)C4C3=O)cc2)n1 (centres undefined)	0.3	0	0.8	-2	-7	13	3	-0.6	1
CC(C)Sc1nc2ccccc2[nH]1	-0.4	4	3.1	2	-3	19	7	-0.8	0
CCOc1ccc(S(=O)(=O)n2cc(-c3ccccc3)c(N)n2)cc1	-1.7	8	-0.4	0	-2	14	2	-3.8	1
Cc1ccc2c(c1)C1(C(=O)N2C)N2CC3(C)CN1CC(C)(C2)C3=O (centres undefined)	0.6	3	-0.1	-4	-5	28	-16	0.2	-3
CC(=O)NNc1cc(N2CCOCC2)nc(N2CCOCC2)n1	0.5	6	-0.2	-3	1	-3	7	1.2	1
Clc1cccc(/C=N/Nc2nc(Cl)nc3ccccc23)c1	0.4	3	-2.4	2	-3	10	25	-0.6	-1
COc1ccc2c(c1)c1nc3ccccc3nc1n2Cc1ccc(OC(C)C)c(OC)c1	1.4	2	5.2	-2	-13	17	19	0.6	-1
COc1ccc(C(=S)N2CCCC2)cc1OC	1.2	-1	0.3	3	-4	1	16	0.3	-3
CC(=O)Nc1ccc(-n2nnnc2SCC(=O)Nc2cccc(NC(=O)c3ccco3)c2)cc1	0.5	-10	3.3	2	-10	10	4	2.6	2
Nc1nc(OCC(F)(F)F)cc(Oc2ccccc2F)n1	-0.8	7	-2.9	4	0	46	-2	-1.9	-1
